# RPL19A TOR yeast – modulators of TOR pathway RPL19A-GFP in S. cerevisiae. percent response vs DMSO, % at 10 µM. 0.3% of 330,000 active. S. cerevisiae RPL19A-GFP strain, flow cytometry, 3 h; stronger effect = lower value;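 active = percent response vs DMSO below 50%; inconclusive = fewer than 70 events counted for the yeast strain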;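 note: median channel GFP fluorescence of the barcoded RPL19A-GFP strain; ratio of sample median GFP to plate DMSO average so 100% = DMSO; lower means less RPL19A-GFP as with rapamycin TOR inhibition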
# EBNA-1 inh – blocks EBNA-1 binding to DNA; inhibition, % at 14.8 µM; EBNA-1 DNA binding, fluorescence polarization; 0.34% of 300,000 active; in the data active = inhibition above about 28%
# AHR activator – human AHR activation; P35869; AHR-responsive luciferase reporter cells, luminescence; activation, % at 5 µM; 2.5% of 320,000 active; in the data active = activation above about 47%;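 note: 0% = vehicle wells and 100% = reference agonist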
# LAP4-GFP MLPCN – modulators of TOR pathway LAP4-GFP in S. cerevisiae; S. cerevisiae LAP4-GFP multiplex, flow cytometry GFP, 3 h; median GFP as percent of DMSO wells; GFP response vs DMSO, % at 10 µM; 0.34% of 320,000 active;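 active = GFP response vs DMSO above a set limit, about the screen mean plus 3 SD, cut at about 150% in these data; inconclusive = under 70 cell events counted for the yeast strain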
# MEP2-GFP yeast – yeast TOR pathway MEP2-GFP modulation | AID 2016 | 0.51% of 330,000 active | GFP response vs DMSO, % at 10 µM | S. cerevisiae MEP2-GFP strain, flow cytometry GFP, 3 h; 100% = DMSO control level;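 active = GFP response versus DMSO above a set limit, roughly screen mean plus 3 SD, cut at about 180% in these data; inconclusive = fewer than 70 cells counted for a yeast strain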;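 note: median GFP fluorescence of the barcode-gated MEP2-GFP cells per well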
# procasp7 counter – counter-screen: procaspase-7 (human) activation. P55210. recombinant procaspase-7, Ac-DEVD-pNA absorbance 405 nm; D23A/D198A/D206A triple mutant, cannot self-cleave; scale: DMSO 0, 5 µM enzyme 100. activation, % at 8.5 µM. 0.093% of 330,000 active. AID 463210;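 active = percent activation above the screen-wide mean plus 3 SD, cut at about 25% in these data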
#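 Material: Procaspase-7 triple mutant (PC-7 D3A) | Quantity: 2 µM procaspase-7 mutant as dispensed | Reagent: DEVD-pNA substrate | Times: 1 h preincubation, 2 h reaction | Technique: 405 nm absorbance of p-nitroaniline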
# ZTA counter – counter-screen for EBNA-1 inhibitors: inhibitors of Epstein-Barr virus ZTA. ZTA-DNA binding, fluorescence polarization. AID 2234. 0.15% of 320,000 active. inhibition, % at 11 µM; in the data active = inhibition above about 33%
# proCasp3 act – activates human procaspase-3; P42574; recombinant procaspase-3 D3A, Ac-DEVD-pNA absorbance 405 nm; activation, % at 8.5 µM; 0.11% of 330,000 active; AID 463141;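 active = activation above the mean of all tested compounds plus 3 SD, cut at about 21% in these data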;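 note: 0% = DMSO alone and 100% = DMSO wells spiked with extra 5 µM PC-3 D3A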
#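 assay system = Procaspase-3 D3A mutant | signal = absorbance at 405 nm, 0 and 120 min | times = 1 h preincubation plus 2 h reaction at 25 °C | repeats = single replicate | read-out = % activation between DMSO and enzyme-spiked controls | medium = Zinc-free HEPES saline buffer with Triton X-100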
# An asterisk follows results filed as active; ? = inconclusive; / = not tested or not shown; [ ] = remark or other dose.
molecule,ZTA counter,MEP2-GFP yeast,procasp7 counter,EBNA-1 inh,RPL19A TOR yeast,AHR activator,LAP4-GFP MLPCN,proCasp3 act
Cc1nc2c(C(=O)NCc3ccc4c(c3)OCO4)c[nH]n2c(=O)c1Cc1ccccc1F,10,102,-15,9,99,5,102,-1
CC(=O)Nc1ccc(NC(=O)C(=O)NCC(c2ccco2)N2CCc3ccccc3C2)cc1 (stereo not given),-3,105,-3,5,102,3,102,6
COc1cccc(Cn2nnc(C(=O)NCCc3ccc(Cl)cc3)c2N)c1,-1,101,-7,7,102,7,104,8
O=C(CSc1ccc(-c2ccccc2)nn1)N1CCN(c2ccccc2)CC1,-6,98,-1,5,104,6,91,-4
CCOC(=O)c1cccc(NC(=O)CSc2nnc(-c3ccncc3)n2CCCOC)c1,-3,101,-3,8,98,-2,98,-6
C/C(=N\NC(=O)C(N)=O)c1ccc(NC(=O)c2cccs2)cc1,0,102,2,3,95,4,106,2
COc1cc(OC)c(OC)cc1/C=C1\SC(N2CCCCC2)=NC1=O,-2,107,-7,-5,99,10,91,1
Cc1cc(C)c2c(CC(=O)N3CCCC3)coc2c1,25,107,16,9,98,7,102,4
CC1CCC2(CC1)NC(=O)N(CC(=O)Nc1ccc3[nH]c(=O)[nH]c3c1)C2=O (stereo not given),3,102,6,8,101,4,101,10
CCc1nn2c(=O)cc(CSc3nc(C)cc(=O)[nH]3)nc2s1,17,102,5,1,98,-2,97,-1
CCC1Sc2ccccc2N(CC(=O)NC2CCCC2)C1=O (stereo not given),-5,97,8,11,97,5,97,0
CCOc1ccc(NC(=O)CSc2ncn[nH]2)c([N+](=O)[O-])c1,11,97,0,-2,99,-1,92,-1
Cc1c(NC(=O)C23CC4CC(CC(Br)(C4)C2)C3)c(=O)n(-c2ccccc2)n1C,1,114,5,-2,103,-1,108,5
COc1ccc(CCN(C)C(=O)COc2cccc(-n3cnnn3)c2)cc1OC,/,111,-1,/,102,2,95,-5
CCC(=O)c1ccc(OCC(O)Cn2c(C)nc3ccccc32)cc1 (stereo not given),4,106,-3,-18,101,2,88,-5
Cc1cc(NC(=O)CSc2nc3ccccc3[nH]2)n(-c2ccccc2)n1,-11,87,-4,-4,95,8,87,-3
Fc1ccccc1CSCc1nc2ccccc2[nH]1,-19,97,2,-4,97,37,101,4
CCOc1ccc(C2NC(=O)C(C#N)=C(S)N2c2ccc(C)cc2)cc1OC (stereo not given),14,109,-18,-1,105,6,112,-9
CN(C)S(=O)(=O)c1ccc(Cl)c(NC(=O)COC(=O)CCC(=O)c2cccs2)c1,3,103,0,-3,100,-4,99,1
O=C(CN1CCCCC1)N/N=C/c1ccc(Cl)cc1,1,104,0,-6,107,3,102,6
Fc1ccc(CN2CCN(c3ncccn3)CC2)cc1,11,103,-4,8,103,-7,107,2
O=C(CSc1nnc(-c2ccco2)n1Cc1ccco1)Nc1ccccc1,4,99,-8,-12,91,2,97,-16
Cc1cc2c(c(=O)o1)C(c1cccs1)C(C#N)=C(N)O2 (stereo not given),-15,83,-7,3,106,1,95,0
Cc1ccc(NNc2c(C)nc3ccccc3nc2=O)cc1,5,97,9,1,96,20,106,-1
CN1CCN(C(=O)Nc2ccccc2)CC1,11,100,7,0,104,0,105,2
CN(CCOc1ccccc1)C(=O)c1cc(S(=O)(=O)N2CCOCC2)ccc1Cl,1,93,2,-12,85,1,94,5
Cc1cc(SC2CCOC2=O)nc2ccccc12 (stereo not given),-2,103,6,-8,100,4,96,-5
Cc1cc(C(=O)C(C)OC(=O)c2ccc(NC(=O)CC#N)cc2)c(C)n1-c1ccccc1 (stereo not given),4,103,-2,8,106,-1,102,7
Cc1cccc(/C=C/c2onc(C)c2S(=O)(=O)N2CCC(C(=O)N3CCCCC3)CC2)c1,4,99,6,-4,100,1,93,5
Cc1cc(C)cc(NS(=O)(=O)c2ccc(NC(=S)NC(=O)c3cccs3)cc2)c1,2,103,-22,1,104,0,103,-8
NC(N)=NC(N)=Nc1cccc2ccccc12,-15,102,-2,-12,94,5,114,0
Cc1cc(Cl)c(S(=O)(=O)NC2CCCCC2)cc1OCC(=O)Nc1nncs1,-2,99,1,5,103,0,112,8
O=C(CN1CCN(Cc2ccc(F)cc2)CC1)NCc1ccccc1,1,99,7,-8,100,-1,93,8
c1ccc(N/N=C2\CCCc3ccccc32)nc1,7,90,-12,-3,92,22,98,-3
COc1ccc(/C(O)=C2\C(=O)C(=O)N(c3cc(C)on3)C2c2cccc(OC)c2OC)cc1C (stereo not given),2,101,-8,7,99,0,102,-2
O=c1c2ccccc2nc(N/N=C/c2ccc(O)cc2)n1O,7,108,16,17,104,3,91,6
Cc1csc(NC(C)c2nc3cc(Cl)c(Cl)cc3n2CCCO)n1 (stereo not given),2,93,7,-1,98,26,122,-1
O=C(NCc1ccco1)C(=O)NCC1OCCN1S(=O)(=O)c1ccc(Br)cc1 (stereo not given),3,105,-16,2,100,1,92,7
CC1CCc2cc(F)cc3c(O)c(C(=O)NCC4CCCO4)c(=O)n1c23 (stereo not given),-8,94,3,7,99,15,98,3
CCn1cc(C(=O)N2CCN(Cc3ccc4c(c3)OCO4)CC2)c2cc(OC)c(OC)cc2c1=O,9,103,2,8,103,0,100,0
Cn1cc(S(=O)(=O)NCc2ccc(F)cc2)c(=O)n(C)c1=O,-10,101,3,-3,98,1,91,-1
CC1CCCN(CC(=O)Nc2ccc(S(=O)(=O)N3CCCCC3)cc2)C1 (stereo not given),-2,102,-6,0,101,1,97,4
COc1ccc(CCN2C(=O)NC(NC(=O)CC(C)C)(C(F)(F)F)C2=O)cc1OC (stereo not given),-7,112[may fluoresce violet],-5,5,93[may fluoresce violet],-3,89[may fluoresce violet],-6
CC(=O)Nc1ccc(-n2c(C)c(C(C)=O)c(C(C)=O)c2C)cc1,-7,98,3,1,98,2,101,10
COc1ccc(NC(=O)COC(=O)CCCN2C(=O)c3ccccc3C2=O)cc1Cl,10,111,-2,-11,96,-1,92,-4
Cc1ccc(OCCSc2nnc(-c3cccs3)n2C)cc1,-12,89,-3,0,93,3,110,6
O=S(=O)(NCc1cn2ccsc2n1)c1ccc(Oc2ccccc2)cc1,2,108,14,6,101,1,107,-3
CC(C)[C@H](NC(=O)CCCn1nnc2ccccc2c1=O)C(=O)O,-5,106,9,4,100,-2,104,0
Fc1ccc2cc(-c3ccsc3)ncc2c1,/,92,6,/,92,51*,83,2
C[C@@H](C(=O)Nc1ccc2ccccc2c1)[C@@H]1C[C@@]1(C)[C@@H](NC(=O)OCc1ccccc1)c1ccccc1,-5,106,8,4,100,12,92,-2

# Next part.
molecule,ZTA counter,MEP2-GFP yeast,procasp7 counter,EBNA-1 inh,RPL19A TOR yeast,AHR activator,LAP4-GFP MLPCN,proCasp3 act
COCCCNc1nc(N)c([N+](=O)[O-])c(N2CCCCCC2)n1,-20,107,1,-4,105,8,100,10
O=C1OCCC1Sc1nnc(-c2ccco2)n1-c1ccccc1 (stereo not given),12,107,-5,-1,104,-2,97,2
CC(=O)c1cccc(NC(=O)N2CCCC2C(=O)NCCC(C)C)c1 (stereo not given),-9,97,-7,4,105,3,91,-3
CCc1ccc(NC(=O)c2cnn3ccccc23)cc1,10,102,4,0,100,25,101,4
CCOC(=O)Cn1c2c(c(-c3ccccc3OC)cc1=O)CCCC2,-1,99,0,-6,100,-1,117,-1
CC(c1ccccc1)N1CC(C(=O)N2CCN(c3ccccc3)CC2)CC1=O (stereo not given),-10,105,-5,3,101,-1,101,13
COC(=O)C(OC(=O)c1ccccc1)C(C)Br (stereo not given),-13,88,1,/,94,0,92,3
Cc1ccc(C)c(C(=O)COC(=O)c2cc(Cl)nc3ccccc23)c1,-32,103,4,4,100,9,96,-3
Cc1ccc(-c2nn3c(C)nnc3s2)cc1NC(=O)COc1ccc(Cl)cc1,-11,101,2,-1,102,19,94,0
CCOC(=O)c1cccc(NS(=O)(=O)c2c(C)[nH]c(C)c2C(=O)N2CCCC2)c1,-5,99,-2,-11,95,0,89,1

# Complete entries, looked up by structure. Screens in order: ZTA counter | MEP2-GFP yeast | procasp7 counter | EBNA-1 inh | RPL19A TOR yeast | AHR activator | LAP4-GFP MLPCN | proCasp3 act
# CC(c1ccccc1)N1CC(C(=O)N2CCN(c3ccccc3)CC2)CC1=O (stereo not given) in the list: -10 | 105 | -5 | 3 | 101 | -1 | 101 | 13
# CCOC(=O)Cn1c2c(c(-c3ccccc3OC)cc1=O)CCCC2 in the list: -1 | 99 | 0 | -6 | 100 | -1 | 117 | -1

# (cont.)
molecule,ZTA counter,MEP2-GFP yeast,procasp7 counter,EBNA-1 inh,RPL19A TOR yeast,AHR activator,LAP4-GFP MLPCN,proCasp3 act
COc1ccccc1C(=O)COC(=O)c1nc(Cl)ccc1Cl,13,109,4,-3,103,8,116,5
O=C(c1ccco1)N1CCN(C(=O)C2CCN(S(=O)(=O)c3cccc4nsnc34)CC2)CC1,-7,103,-14,-3,101,2,98,-7
O=C(Cn1cc(SCc2ccccc2Cl)c2ccccc21)N1CCOCC1,-2,103,1,-8,112,17,85,2
Cc1cc(F)ccc1S(=O)(=O)N1CCCOC1CNC(=O)C(=O)NCCN1CCOCC1 (stereo not given),8,88,3,6,97,-1,82,4
COc1cc([N+](=O)[O-])ccc1NC(=O)COC(=O)CCOc1ccc(C)cc1,-2,93,-6,/,103,1,105,7
Cc1ccc(/C=C/C(=O)OCC(=O)NC(=O)NCc2ccco2)cc1,-8,95,1,/,101,1,103,3
CS(=O)(=O)N1N=C(c2ccc3nccnc3c2)CC1c1ccccc1 (stereo not given),13,111,-14,3,100,12,115,-2
CCCCC/C=C/C1=CC(=O)C[C@H](c2ccc(Cl)cc2)C1,9,101,-9,/,103,1,109,3
Cc1occc1C(=O)N1CCN(S(=O)(=O)c2ccccc2)CC1,-2,101,0,5,99,2,96,4
CCOC(=O)N1CCN(C(=O)CCCn2nc(C)c3sc4ccccc4c3c2=O)CC1,2,100,2,-6,98,-8,99,1
O=C(Nc1nc(-c2cc3ccccc3oc2=O)cs1)c1ccco1,8,101,-8,3,100,24,104,-5
Cc1cccc(NC(=O)c2ccc(OCC(=O)NCc3ccccc3)cc2)c1C,3,?,7,16,?,1,?,1
Nc1ccc(C(=O)N2CCCC2)cc1CS(=O)(=O)c1ccc(Cl)cc1,8,96,-1,0,103,-2,99,-2
Cc1ccc(OC(=O)CCN2C(=O)c3ccccc3C2=O)cc1C,5,101,6,1,101,1,102,-1
CCN(CC)c1nc2nonc2nc1N(CC)CC,-5,100,3,9,101,3,103,-3
COc1ccc(NC(=O)CN(C)C(=O)c2oc3c(ccc4ccccc43)c2C)cc1,-4,96,5,/,98,27,103,3
C/C(=N/OCO/N=C(\C)c1ccccc1F)c1ccccc1F,-5,107,6,3,101,0,95,7
CCOC(=O)c1c(N)sc2c(OCC)c(Br)ccc12,6,95,2,1,92,27,120,-3

# Filtered by structure, the entries above with bromine
molecule,ZTA counter,MEP2-GFP yeast,procasp7 counter,EBNA-1 inh,RPL19A TOR yeast,AHR activator,LAP4-GFP MLPCN,proCasp3 act
Cc1c(NC(=O)C23CC4CC(CC(Br)(C4)C2)C3)c(=O)n(-c2ccccc2)n1C,1,114,5,-2,103,-1,108,5
O=C(NCc1ccco1)C(=O)NCC1OCCN1S(=O)(=O)c1ccc(Br)cc1 (stereo not given),3,105,-16,2,100,1,92,7
COC(=O)C(OC(=O)c1ccccc1)C(C)Br (stereo not given),-13,88,1,/,94,0,92,3
CCOC(=O)c1c(N)sc2c(OCC)c(Br)ccc12,6,95,2,1,92,27,120,-3

# Screening results (PubChem)
